Bioassay records as filed in PubChem.
GPR55 activation: GPR55 agonists via beta-arrestin recruitment, primary screen, imaging, U2OS cells, beta-arrestin-GFP redistribution (AID 1961); G-protein coupled receptor 55 (Homo sapiens); U2OS GPR55 beta-arrestin-GFP redistribution imaging; higher % means a stronger effect; one-dose activation, % at 10 µM; EC50 in µM for titrated hits; actives 0.048% (n = 290,000);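 active means activation above 40% with more than 50 cells counted in the well; inconclusive means wells holding fewer than 50 cells, flagged as toxic or sparse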;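 further: U2OS osteosarcoma cells stably expressing GPR55 and beta-arrestin-GFP; plate controls were DMSO negative control for no effect and LPI positive control for full effect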
KOR beta-arrestin-1: KOR agonists, beta-arrestin recruitment, primary screen, cell-based, luminescence, uHTS (AID 1777); KOR beta-arrestin recruitment, luminescence; higher % means a stronger effect; Kappa-type opioid receptor (Homo sapiens); actives 0.02% (n = 280,000); activation, % at 10 µM; hits with a dose series show EC50 in µM; in the data active means activation above about 50%, passing the limit was not always enough; further: a part of the inactive calls stands beside numbers as strong as those of hits
KOR beta-arrestin-2: KOR antagonists, beta-arrestin recruitment, cell-based, luminescence, uHTS (AID 1778). Kappa-type opioid receptor (Homo sapiens). KOR beta-arrestin recruitment, luminescence, antagonist mode; higher % means a stronger effect. inhibition, % at 10 µM, or IC50 in µM where a hit was titrated. actives 0.091% (n = 290,000); in the data active means inhibition above about 50%; further: strong numbers were not always called active
West Nile virus CPE: West Nile virus antiviral activity, cell-based, CPE readout (AID 1621); West Nile virus-infected cells, CPE inhibition; higher % means a stronger effect; CPE inhibition, % at 10 µM; hits with a dose series show IC50 in µM; actives 0.02% (n = 290,000); in the data active means a potency from the dose series; inconclusive means CPE inhibition mostly from about 3.7% at the one dose, without a potency; inactive means the rest, 99 in 100 with CPE inhibition below about 2.2%; further: strong numbers were not always called active
PhoP inhibition: inhibitors of PhoP regulon expression, primary screen, Salmonella Typhimurium, GFP reporter (AID 1863). S. Typhimurium PhoP-regulated promoter GFP reporter, 4 h; higher % means a stronger effect. inhibition, % at 50 µM; hits with a dose series show IC50 in µM. actives 0.16% (n = 300,000);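 active means inhibition over 29.93%, a cutoff 3 SD above the screen mean, later confirmed by dose response; inconclusive means inhibition over 29.93% but no dose response follow-up; inactive means inhibition at most 29.93% or unconfirmed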;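 further: 0% = low Mg2+ inducing control and 100% = high Mg2+ repressing control; strong numbers were not always called active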
GPR55 LPI antagonism: GPR55 antagonists blocking LPI-driven arrestin recruitment, primary screen, imaging, U2OS, beta-arrestin-GFP, LPI agonist (AID 2013) | inhibition, % at 10 µM; hits with a dose series show IC50 in µM | actives 0.13% (n = 290,000) | U2OS GPR55 beta-arrestin-GFP translocation imaging, LPI antagonism; higher % means a stronger effect;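 active means spots per cell inhibited over 60%, with over 100 cells counted and total cytoplasm intensity under 500,000; inconclusive means wells with under 100 cells, flagged as likely toxic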;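 further: U2OS cells stably carrying GPR55 and arrestin-GFP stimulated by 5 µM LPI near EC80; imaged beta-arrestin-GFP aggregate spots per cell after agonist stimulation; plate controls were LPI-stimulated DMSO wells for no effect and DMSO wells without LPI for full effect; some results filed as inactive read as strong as hits; confirmed hits need IC50 under 10 µM and bright autofluorescent wells are also inconclusive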
GPR35 antagonists: GPR35 antagonists blocking zaprinast-driven arrestin recruitment, primary screen, imaging, U2OS, beta-arrestin-GFP, zaprinast agonist (AID 2058); G-protein coupled receptor 35 (Homo sapiens); U2OS GPR35 beta-arrestin-GFP translocation imaging, zaprinast antagonism; higher % means a stronger effect; inhibition, % at 10 µM, or IC50 in µM where a hit was titrated; actives 0.052% (n = 290,000);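 active means inhibition of at least 50% with at least 30 cells and total cytoplasm GFP at most 10,000,000; inconclusive means under 30 cells or total GFP of 10,000,000 plus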
T cell HTS: modulators of CD8 T cell-vesicle binding, primary screen, mouse 2C CD8+ T cells, flow cytometry; 2C CD8+ T cell-vesicle binding; stronger effect = lower value; calls only at 7 µM; actives 0.068% (n = 330,000);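 active means response, share of CD8 T cells binding vesicles, and their 90th percentile fluorescence all below set limits, cut at about 80% in these data, passing the limit was not always enough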
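Test system: purified 2C TCR transgenic mouse naive CD8+ T cells. Probe or stimulus: QL9-peptide-loaded Drosophila micro-vesicles bearing Ld, ICAM-1 and B7-1. Incubation: binding step 1.5 h, 37 °C, antibody labelling 20 min, ice. Measured by: flow cytometry of vesicle-bound cells.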
NTR1 ag: agonists of NTR1, primary screen, imaging, U2OS cells, beta-arrestin-GFP, high content (AID 493036). NTR1-U2OS beta-arrestin-GFP spot imaging, agonist mode. activation, % at 20 µM. actives 0.17% (n = 330,000). Neurotensin receptor type 1 (Homo sapiens), P30989;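 active means activation at or above 40% of the spot to cytoplasm intensity ratio, with at least 20 cells analyzed; inconclusive means wells under 20 cells, flagged as cytotoxic or low count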;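 further: 0% = DMSO without peptide and 100% = 100 nM NTR1 peptide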
Target sequence (P30989 whole entry, looked up): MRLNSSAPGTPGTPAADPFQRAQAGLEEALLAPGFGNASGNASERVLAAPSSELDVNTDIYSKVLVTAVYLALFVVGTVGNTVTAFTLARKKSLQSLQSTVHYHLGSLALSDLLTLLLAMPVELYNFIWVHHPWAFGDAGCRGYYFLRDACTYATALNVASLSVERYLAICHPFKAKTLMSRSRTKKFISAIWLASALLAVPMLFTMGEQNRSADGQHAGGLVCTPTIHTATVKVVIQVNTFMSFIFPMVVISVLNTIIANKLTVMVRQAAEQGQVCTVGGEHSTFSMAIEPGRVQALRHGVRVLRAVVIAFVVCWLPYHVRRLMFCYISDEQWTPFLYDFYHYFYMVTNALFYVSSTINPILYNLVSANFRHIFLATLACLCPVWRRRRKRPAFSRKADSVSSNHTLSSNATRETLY
T cell HTS vesicle-bound %: further read-out of T cell HTS, marked with its call; double positive events, %; measured here: CD8+ vesicle-bound cell fraction;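 binding gate set so that unloaded-vesicle control wells show 10% double positive cells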
NTR1 ag cell count 20 µM: recorded beside NTR1 ag, whose call it bears; cell count; measured here: cell count, cytotoxicity flag
Numbers without * were called inactive; i = inactive; ? = inconclusive; · = no result given; [ ] = remark or other dose.

molecule	GPR55 activation	KOR beta-arrestin-1	KOR beta-arrestin-2	West Nile virus CPE	PhoP inhibition	GPR55 LPI antagonism	GPR35 antagonists	T cell HTS	T cell HTS vesicle-bound %	NTR1 ag	NTR1 ag cell count 20 µM
CCc1ccc(N2CC(C(=O)OCC(=O)NC3CCS(=O)(=O)C3)CC2=O)cc1 (centres undefined)	-0.2%	-5.3%	-8%	0.5%	-16%	4%	-1%	i	21	-2.4	17
COc1cccc(/C=N/NC(=O)c2cnn(-c3ccccc3)c2N)c1	-0.2%	2.6%	-4%	0.5%	-8%	-7%	-4%	i	16	0.7	47
CCOC(=O)c1ccc(-n2c(-c3ccco3)nc3ccccc3c2=O)cc1	-0.1%	-0.4%	-18%	-0.3%	·	3%	0%	i	44	0.9	104
COc1ccc(C(=O)C2CCCN(Cc3c[nH]c4ccccc34)C2)c(OC)c1 (centres undefined)	-0.3%	·	15%	0.9%	7%	4%	13%	i	31	0.3	105
O=C(CS(=O)(=O)c1ccccc1)Nc1nnc(Cc2ccccc2)s1	-0.1%	1.6%	9%	0.1%	7%	4%	3%	i	45	-0.4	64
COc1ccc(C(=O)CCC(=O)N2CCN(c3cccc(Cl)c3)CC2)cc1	-0.3%	-6.0%	6%[20 µM]	-0.9%	·	2%	16%	i	40	0.7	49
Cc1ccccc1NC(=O)c1sc(Cl)nc1C	-0.3%	0.9%	14%	-0.1%	-10%	1%	1%	i	12	2.3	90
O=C(c1ccc([N+](=O)[O-])cc1Cl)N1CCN(c2ccccn2)CC1	-0.1%	3.0%	4%	-0.2%	-5%	6%	16%	i	39	0.4	53
COc1ccccc1CCN=C(N)NS(=O)(=O)c1cc(F)ccc1F	-0.1%	1.3%	-20%	-0.7%	-1%	10%	-1%	i	12	-0.1	50
COc1cc(NC(=S)Nc2ccc(OC(F)F)cc2)cc(OC)c1	-0.1%	1.9%	8%	-0.2%	-14%	10%	3%	i	32	-0.1	67
O=C(COn1nnc2ccc(Cl)cc21)NCc1ccccc1	-0.1%	5.6%	-27%	-0.3%	9%	6%	-30%	i	59	1.1	44
COc1ccccc1NC(=O)NC(=O)N(C(C)C)S(C)(=O)=O	0.3%	0.1%	-40%	·	-5%	0%	3%	i	3	2.5	60
O=c1oc2ccccc2cc1-c1ccc(O)cc1	-0.5%	1.2%	-19%	-0.5%	2%	-3%	-2%	i	43	1.7	32
CCS(=O)(=O)N1CCN(C(=O)c2ccccc2)CC1	-0.1%	-1.6%	20%	0.4%	-15%	-7%	8%	i	41	-1.5	56
C/C(CC(=O)Nc1ccc(N(C)C)cc1)=N\NC(=O)c1ccc(C(C)(C)C)cc1	-0.1%	5.4%	0%	-0.2%	-3%	-9%	-2%	i	45	2.1	52
CC1=C(C(N)=O)C(c2ccc(Cl)cc2Cl)n2ncnc2N1 (centres undefined)	-0.2%	2.4%	10%	0.3%	-13%	6%	-13%	i	18	-2.0	76
COc1ccc(CNC(=O)Cn2cc(C(F)(F)F)ccc2=O)cc1OC	0.0%	2.1%	-4%	-0.4%	11%	14%	2%	i	38	2.4	58
Cc1ccc(C2=N/C(=C\c3cccc(F)c3)C(=O)O2)cc1	0.3%	6.9%	-45%[20 µM]	-0.4%	-4%	9%	-1%	i	53	0.3	59
CC(NC(=O)c1cc([N+](=O)[O-])cc([N+](=O)[O-])c1)c1ccc(-n2ccnc2)cc1 (centres undefined)	1.7%	-1.2%	21%	-0.7%	2%	18%	14%	i	14	-0.8	75
O=C1N(Cc2cccc(Cl)c2)C[C@@H]2C[C@@H](c3cccc4cccnc34)N3CCC[C@@]123	0.3%	0.1%	-8%	-1.3%	2%	13%	-5%	i	44	1.8	38
CCN1/C(=C/C(C)=O)Sc2ccc(OC)cc21	-0.1%	-2.1%	44%	3.2%	1%	-9%	17%	i	15	-3.1	84
C=CCSc1nc2sc(C)c(C)c2c(=O)[nH]1	0.0%	1.9%	30%	-0.1%	-5%	0%	2%	i	36	2.0	66
Cc1ccc(C2C(/C=C3/SC(=S)NC3=O)=C(c3cccs3)Oc3ccccc32)cc1 (centres undefined)	-0.1%	-3.1%	-48%	0.5%	9%	10%	-9%	i	36	11	54
CCOc1cc(C2NC(=O)N(C)C(C)=C2[N+](=O)[O-])ccc1OC(C)=O (centres undefined)	0.2%	2.5%	-14%	-0.1%	-1%	-1%	7%	i	36	-1.3	24
N#C/C(=C\c1c[nH]c2ccccc12)C(=O)Nc1ncc(Cc2ccc(Cl)cc2Cl)s1	-0.1%	6.7%	16%	?	-14%	0%	2%	i	31	18	59
COC(=O)c1ccc(NC(=O)c2cc[n+](Cc3ccccc3)cc2)cc1	-0.1%	-4.7%	-9%[20 µM]	-0.7%	-1%	9%	-6%	i	54	3.9	58
N#Cc1nc(-c2ccccc2)oc1N1CCC(C(N)=O)CC1	-0.1%	0.2%	-4%	-0.7%	6%	0%	-4%	i	20	-0.7	47
CCCCSCCCNC(=O)Nc1ccc(CC)cc1	0.9%	0.1%	3%	-0.8%	-4%	-1%	5%	i	41	5.8	62
CCOc1ccc(/C=C2\CCc3ccccc3C2=O)cc1	0.0%	3.6%	33%	0.4%	-4%	3%	9%	i	28	8.6	76
COc1ccc(N2CCN(C(=O)C3CCN(S(=O)(=O)c4cccs4)CC3)CC2)cc1	0.0%	-1.8%	8%	-0.8%	0%	-6%	-10%	i	26	1.0	24
CSc1nc(-c2ccc(N(C)C)cc2)c(C#N)c(=O)n1C	1.1%	-5.3%	-27%	·	-13%	8%	-5%	i	46	-1.4	82
O=S(=O)(N/N=C\C=C\c1ccccc1)c1ccc(Br)cc1	0.0%	-1.5%	-25%	0.5%	-4%	2%	2%	i	46	-0.5	57
Cc1ccc2[nH]c(=O)c(CC(=O)O)c(-c3ccccc3)c2c1	0.1%	4.5%	-29%[20 µM]	1.3%	-1%	-6%	19%	i	32	-0.5	58
CCOc1ccc(NC(=O)c2cccnc2Cl)c([N+](=O)[O-])c1	0.0%	1.3%	-28%	-0.9%	-12%	4%	4%	i	58	3.5	65
O=C(CCn1c(=S)[nH]c2cc3c(cc2c1=O)OCO3)NCc1ccccc1Cl	-0.1%	-0.4%	12%	0.2%	-5%	-3%	-5%	i	29	0.7	73
CC1CCN(CC(=O)Nc2ccccc2Sc2ccccc2)CC1	-0.1%	8.8%	-8%	-1.3%	16%	11%	-7%	i	53	17	68
O=P(c1ccccc1)(c1ccccc1)c1nc(-c2ccccc2)oc1N1CCOCC1	0.0%	-0.6%	-12%	-0.8%	-12%	2%	12%	i	30	2.0	58
Cc1ccc(Cn2c(Cc3ccccc3)nc3ccccc32)cc1	-0.1%	-1.5%	6%	-0.4%	9%	13%	-1%	i	6	2.7	58
CCNc1nc(NC(C)CC)nc(Oc2ccc(=O)[nH]n2)n1 (centres undefined)	0.3%	-1.6%	-21%	-0.5%	-5%	5%	-6%	i	22	-1.3	71
CS(=O)(=O)N1CCC(C(=O)NNC(=O)Nc2ccc(F)c(Cl)c2)CC1	-0.2%	2.8%	12%	0.6%	-3%	-10%	11%	i	25	2.5	47
Cc1cccc(CN2CCC(C(N)=O)CC2)c1	0.0%	-14%	6%	0.2%	13%	5%	7%	i	47	0.5	48
C[C@@H](NC(=O)c1nc[nH]c1C(=O)N[C@@H](Cc1ccccc1)C(=O)OCc1ccccc1)c1ccccc1	0.2%	-4.2%	8%	-0.4%	2%	20%	-8%	i	13	36	47
O=c1[nH]c(Cc2cccs2)nc2ccccc12	-0.1%	-2.9%	3%	-0.3%	9%	-2%	10%	i	36	0.5	68
CN1CCSc2ccc(C(=O)Nc3cccc(F)c3)cc21	-0.1%	2.0%	19%	-0.2%	-4%	5%	-5%	i	26	2.0	62
O=[N+]([O-])c1ccc(N2CCN(c3ccccc3)CC2)nc1	-0.1%	9.8%	6%	0.7%	5%	3%	12%	i	57	2.1	106
O=C(COc1cccc2c1CCN(Cc1ccccc1F)C2=O)N1CCCCC1	0.7%	-5.9%	6%	-1.8%	3%	-1%	-2%	i	18	1.1	49
CCOc1ccc(S(=O)(=O)NCCC(=O)NCC(c2cccs2)N2CCOCC2)cc1 (centres undefined)	0.0%	0.2%	1%	0.8%	2%	14%	-3%	i	11	0.2	57
COC(=O)c1cc(C#N)c(Oc2cccc(C)c2C)nc1C	0.0%	-1.6%	-5%	0.1%	12%	-9%	-5%	i	61	0.2	66
Nc1c(S(=O)(=O)c2cccc(Cl)c2)c2nc3ccccc3nc2n1CCN1CCOCC1	0.3%	5.0%	-4%	-0.5%	-3%	3%	-9%	i	23	0.4	84
CN(C)c1ccc2c(c1)Sc1cc(N(C)C)ccc1N2C(=O)c1ccccc1	-0.1%	2.6%	18%	-0.2%	0%	-6%	-6%	i	58	4.4	92
CC(=O)Nc1cccc(NC(=O)c2ccc3c(c2)CCN3S(C)(=O)=O)c1	-0.3%	-4.8%	-4%	1.3%	-12%	2%	12%	i	29	2.3	107
CCc1nnc(NS(=O)(=O)c2ccc(NC(=O)c3cc(Cl)ccc3[N+](=O)[O-])cc2)s1	-0.1%	-4.7%	-18%[20 µM]	-0.8%	-3%	9%	0%	i	58	1.4	58
CCS(=O)(=O)N1CCN(Cc2ccc([N+](=O)[O-])cc2)CC1	0.5%	3.2%	22%	0.0%	13%	-14%	-9%	i	33	-1.0	33
O=C(O)c1ccc(N=NN2CCOCC2)cc1	-0.3%	2.7%	-5%	0.7%	-9%	8%	-6%	i	28	0.0	62
